Source: PubChem
Measles CPE = protection of cells from measles virus; Measles virus-infected cells, CPE protection, absorbance; protection (pct of control), % at 4 µM; actives 1.5% (n = 140,000); in the data active = protection mostly above about 24%, no sharp cut-off; inactive = mostly below about 26%; also: some compounds called inactive have numbers as strong as hits
HCT116 PTEN-null = suppresses growth of cells with PTEN deletion; HCT116 PTEN-null viability, CellTiter-Glo, 60 h; hits give low values; viability, % at 10 µM; actives 1.2% (n = 140,000);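 active = viability at or below a set limit, 4 SD under the median of all tested compounds, cut at about 3.7% in these data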;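 also: PTEN knockout HCT116 line with beta catenin targeted HCT116 as companion control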
Phagocyt inh = blocks phagocytosis by macrophages. inhibition, % at 5 µM. actives 0.07% (n = 110,000). AID 1029. J774A.1 macrophage IgG-bead phagocytosis, imaging;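 active = inhibition above the mean of the plate negative controls plus 5 SD, cut at about 13% in these data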;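 also: phagocytic index as fraction of beads internalized from green versus red external bead signal; plate controls were DMSO negative control for no effect and cytochalasin-D positive control for full effect; some results beyond the cut were filed as inactive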
NPY Y2 blocker = blocks the human neuropeptide Y Y2 receptor. actives 0.99% (n = 140,000). AID 793. NPY-Y2 expressing cells, antagonist mode. inhibition, % at 2.7 µM; in the data active = inhibition above about 17%;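 also: 0% = vehicle with agonist challenge and 100% = reference antagonist with challenge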
Target sequence (P49146 whole entry, looked up): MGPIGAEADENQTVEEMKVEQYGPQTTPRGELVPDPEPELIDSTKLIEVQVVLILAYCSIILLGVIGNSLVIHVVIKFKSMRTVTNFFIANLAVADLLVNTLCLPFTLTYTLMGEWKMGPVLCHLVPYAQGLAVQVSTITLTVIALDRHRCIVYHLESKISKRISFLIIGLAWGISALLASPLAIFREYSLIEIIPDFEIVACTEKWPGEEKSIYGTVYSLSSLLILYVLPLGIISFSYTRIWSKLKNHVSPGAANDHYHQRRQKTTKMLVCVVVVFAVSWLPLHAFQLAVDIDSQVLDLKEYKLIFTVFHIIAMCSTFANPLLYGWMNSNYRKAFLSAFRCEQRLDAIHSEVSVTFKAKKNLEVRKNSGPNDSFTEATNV
MRP-1 activ = activators of MRP-1; viability increase, % at 10 µM; actives 0.61% (n = 140,000); H69AR cells + doxorubicin, viability rescue, CellTiter-Glo; AID 799;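 active = viability gain under doxorubicin at or above a set limit, the compound median plus 3 SD, cut at about 4.7% in these data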;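 also: MRP-1 overexpressing cells given doxorubicin 25 µM after compound pretreatment; 18-22 h compound pretreatment then 72 h with doxorubicin before readout; 0% = doxorubicin-only wells and 100% = vehicle-treated cells without doxorubicin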
GALR2 blocker = blocks the human galanin receptor 2 | GALR2-expressing cells, antagonist mode | inhibition, % at 4 µM | AID 828 | actives 0.39% (n = 140,000) | O43603; in the data active = inhibition above about 27%;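 also: cells stimulated with galanin 1-16 at roughly its EC80; 0% = agonist challenge control and 100% = basal control without agonist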
Target sequence (O43603 whole entry, looked up): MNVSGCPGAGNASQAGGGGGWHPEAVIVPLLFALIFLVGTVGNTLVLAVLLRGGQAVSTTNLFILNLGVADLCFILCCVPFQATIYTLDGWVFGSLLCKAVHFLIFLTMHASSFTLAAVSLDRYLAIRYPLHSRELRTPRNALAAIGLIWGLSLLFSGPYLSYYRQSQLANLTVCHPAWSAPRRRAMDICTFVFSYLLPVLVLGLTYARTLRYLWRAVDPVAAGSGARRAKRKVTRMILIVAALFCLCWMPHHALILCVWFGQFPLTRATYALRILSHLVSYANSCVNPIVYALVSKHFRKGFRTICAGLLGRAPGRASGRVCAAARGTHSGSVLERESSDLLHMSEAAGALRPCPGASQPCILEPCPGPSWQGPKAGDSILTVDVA
HCT116 bCat-KO = beta-catenin-lacking colon tumor cell growth suppression | HCT116 beta-catenin knockout viability, CellTiter-Glo, 60 h; hits give low values | viability, % at 10 µM | actives 1.5% (n = 140,000) | AID 818;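 active = viability at or under a set limit, the compound median less 4 SD, cut at about 6% in these data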;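 also: 0% = Hyamine 1622 control at 20 µM and 100% = untreated cell control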
Yeast lifespan up = extends the lifespan of yeast | S. cerevisiae growth with nicotinamide, OD615; deaD strain in restrictive glucose medium | inhibition of the nicotinamide effect, % at 10 µM | actives 0.68% (n = 130,000) | AID 775;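 active = inhibition above a set limit, placed 3 SD over the median of all compounds, cut at about 26% in these data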;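 also: 0% = nicotinamide-treated wells and 100% = cells grown without nicotinamide; some compounds called inactive have numbers as strong as hits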
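Assay system: engineered S. cerevisiae DeaD replicative-lifespan strain, galactose-grown log-phase cells; medium: restrictive CSMM-D dextrose medium; also added: nicotinamide, 1.5 mM, co-present with compound; schedule: 48 h compound exposure at 30 °C, humidified; detection: absorbance at 615 nm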
BB579 growth dn = yeast BB579 growth reduction in restrictive medium; S. cerevisiae BB579 growth, OD615, 48 h; inhibition, % at 10 µM; actives 0.51% (n = 140,000); AID 804;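 active = inhibition above a set limit, 3 SD over the mean compound inhibition, cut at about 44% in these data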; also: inactives centre near -24
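Detection: OD615 turbidity measurement; Material: Saccharomyces cerevisiae DeaD strain BB579, replicative lifespan model yeast; Timing: 48 h exposure, 30 °C; Doses: single 10 µM dose; Medium: CSMM-D restrictive synthetic medium containing dextrose (glucose); Controls: amphotericin B at 10 µg/mL as positive control.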
E-sel TNF inh = TNF alpha driven E-selectin expression inhibition | HUVEC TNFa-induced E-selectin immunofluorescence, high content | inhibition, % at 2 µM | actives 0.71% (n = 120,000) | AID 1246;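 active = inhibition above the batch mean plus 3 SD, and confirmed as a hit on visual image review, cut at about 43% in these data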;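 also: 0% = TNF-stimulated DMSO wells and 100% = unstimulated control wells; not every result past the cut was called active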
Starred values were filed as active, the others as inactive; . = no result given.

[1] Cc1ccc(Nc2nc(N)c([N+](=O)[O-])c(N3CCCC(C)C3)n2)cc1C (centres undefined)
[2] CCC(C)Nc1nc(OCC(F)(F)F)nc(OCC(F)(F)F)n1 (centres undefined)
[3] Cc1ccc2c(c1)cc(CN(Cc1ccco1)C(=O)COc1ccccc1)c1nnnn12
[4] CCCCCC1CC(/C(C)=N/NC(N)=O)OC1=O (centres undefined)
[5] Brc1ccc(-c2cnc(-c3cccs3)o2)cc1
[6] O=C(NCc1ccncc1)C(=O)NCC(c1ccccc1)c1ccccc1
[7] COc1ccc(-c2cc(C(=O)Nc3ccc(C)cc3)no2)cc1
[8] Cc1cccc2[nH]c3c(N4CCC5(CC4)OCCO5)ncnc3c12

Assay by compound	1	2	3	4	5	6	7	8
Measles CPE	13	14	15	2	6	6	17	7
HCT116 PTEN-null	12	83	73	94	68	95	96	30
Phagocyt inh	-8	-2	2	1	-3	0	0	1
NPY Y2 blocker	2	6	2	0	5	-2	5	-1
MRP-1 activ	-6.0	-4.3	-1.3	0.0	-2.4	-2.0	-3.2	-6.6
GALR2 blocker	3	-3	-5	0	-2	4	2	6
HCT116 bCat-KO	8	91	79	89	72	92	87	29
Yeast lifespan up	-7	-15	-7	-2	-30	0	-3	-25
BB579 growth dn	20	-10	-36	-26	-13	-21	-33	-16
E-sel TNF inh	.	.	-6	-3	.	29	10	26

[9] Cc1ccc(C)c2[nH]c(=O)c(C(c3nnnn3Cc3ccco3)N3CCc4ccccc4C3)cc12 (centres undefined)
[10] CSc1nnc(-c2sc3cc(C(F)(F)F)cnc3c2-c2ccccn2)n1C
[11] O=C(C1CCN(S(=O)(=O)c2cccc3cccnc23)CC1)N1CCN(C2CCCC2)CC1
[12] O=C(COC(=O)c1ccc(Br)o1)NCCCc1ccccc1
[13] CCn1c(=O)cc(SCC(=O)N2CCN(C)CC2)c2ccccc21
[14] Nc1nnnn1/N=C/c1ccccc1OCc1ccc(Cl)cc1Cl
[15] CN(C)c1ccc(C2C=C(c3ccc(Cl)cc3OC(F)F)Nc3ncnn32)cc1 (centres undefined)
[16] Cc1nnc(SCC(=O)N2CCC(C(=O)Nc3nccs3)CC2)n1Cc1ccccc1

Assay by compound	9	10	11	12	13	14	15	16
Measles CPE	18	24	13	3	19	23	6	7
HCT116 PTEN-null	68	89	91	88	69	52	18	93
Phagocyt inh	-1	-2	.	0	-1	.	0	.
NPY Y2 blocker	1	-1	1	2	2	6	.	-1
MRP-1 activ	-2.3	-3.8	-1.8	-0.6	-2.0	-0.1	-3.7	-2.6
GALR2 blocker	10	-5	3	5	2	-10	.	0
HCT116 bCat-KO	66	87	99	91	56	45	16	94
Yeast lifespan up	23	-1	-1	-9	-5	-5	16	-6
BB579 growth dn	-105	-25	-30	-1	-15	-16	-50	-19
E-sel TNF inh	-19	20	-10	.	-10	.	.	-14

[17] C=CCc1c(C)nc(SCC(N)=O)[nH]c1=O
[18] COCCn1c(C)cc(/C=C2/NC(=O)N(c3ccc(Cl)cc3)C2=O)c1C
[19] COCCNC(=O)CSc1nnc(CCCN2C(=O)c3cccc4cccc(c34)C2=O)n1-c1ccccc1
[20] CN1CCN(C(=O)CCCOc2cc(=O)n(C)c3ccccc23)CC1
[21] Cn1c(=O)oc2cc(S(=O)(=O)N3CCC(C(=O)NCc4cccs4)CC3)ccc21
[22] O=C(c1ccco1)n1nc(-c2ccccc2)nc1SCc1ccccc1
[23] COc1ccc(N(C(=O)c2ccccc2C)S(=O)(=O)c2cccs2)cc1
[24] c1ccc(N2CCN(c3ncnc4c3oc3ccccc34)CC2)cc1

Assay by compound	17	18	19	20	21	22	23	24
Measles CPE	29	6	12	4	3	6	4	3
HCT116 PTEN-null	101	84	91	81	104	92	14	85
Phagocyt inh	0	-5	-10	-3	0	-1	15	-1
NPY Y2 blocker	4	0	2	1	0	4	1	22*
MRP-1 activ	-0.3	-1.0	-0.9	-1.7	0.4	-1.9	-3.8	-1.1
GALR2 blocker	-12	-8	-5	-2	-2	-6	13	4
HCT116 bCat-KO	99	89	90	82	95	93	13	75
Yeast lifespan up	-6	6	7	-15	-8	-4	-6	-28
BB579 growth dn	-16	-34	-26	-43	-52	-10	5	14
E-sel TNF inh	13	.	.	3	.	2	9	6

[25] O=C(Nc1cccc(OC(F)(F)F)c1)c1ccc(Br)o1
[26] CN(C)CCNC(=O)c1coc(=O)c(Br)c1
[27] Cc1ccc(Cl)cc1N1CCN(C(=O)CSc2nnc3n2C(C)(C)Cc2ccccc2-3)CC1
[28] CCC(=O)Nc1nonc1-c1nc2ccccc2n1CC(C)C
[29] N#Cc1c(C(F)(F)F)cc(-c2ccccc2Cl)[nH]c1=O
[30] CCOc1ccc2nc(SCC(=O)N3c4ccccc4Sc4ccccc43)c(C#N)cc2c1
[31] O=C(O)CC1C(=O)OCN1C(=O)OCc1ccccc1 (centres undefined)
[32] COc1ccc(CN2CCN(C)CC2)cc1OCc1ccccc1

Assay by compound	25	26	27	28	29	30	31	32
Measles CPE	7	3	1	1	12	-3	.	7
HCT116 PTEN-null	63	105	18	83	85	95	113	91
Phagocyt inh	1	1	.	2	0	-3	-2	-2
NPY Y2 blocker	4	2	6	7	8	4	2	2
MRP-1 activ	-2.0	-1.9	0.2	-1.6	-1.2	-1.8	0.4	-2.5
GALR2 blocker	-3	-3	-3	-3	0	-6	-3	-18
HCT116 bCat-KO	82	88	18	76	84	83	106	92
Yeast lifespan up	-13	0	.	-17	-11	2	-4	-8
BB579 growth dn	-25	-26	-28	-53	1	-19	-33	-42
E-sel TNF inh	3	.	-12	-39	.	.	-9	-7

2 entries picked at random from the list so far, as already listed:
[25] O=C(Nc1cccc(OC(F)(F)F)c1)c1ccc(Br)o1
[29] N#Cc1c(C(F)(F)F)cc(-c2ccccc2Cl)[nH]c1=O

Assay by compound	25	29
Measles CPE	7	12
HCT116 PTEN-null	63	85
Phagocyt inh	1	0
NPY Y2 blocker	4	8
MRP-1 activ	-2.0	-1.2
GALR2 blocker	-3	0
HCT116 bCat-KO	82	84
Yeast lifespan up	-13	-11
BB579 growth dn	-25	1
E-sel TNF inh	3	.

Returning to the listing, repeating the four entries before the break.
[29] N#Cc1c(C(F)(F)F)cc(-c2ccccc2Cl)[nH]c1=O
[30] CCOc1ccc2nc(SCC(=O)N3c4ccccc4Sc4ccccc43)c(C#N)cc2c1
[31] O=C(O)CC1C(=O)OCN1C(=O)OCc1ccccc1 (centres undefined)
[32] COc1ccc(CN2CCN(C)CC2)cc1OCc1ccccc1
[33] Cc1cccc(OCc2nc3c4c(ncn3n2)-c2ccccc2CC42CCCC2)c1
[34] Cc1nc2[nH]c(=O)c3c(n2n1)NC1=C(C(=O)CC(C)(C)C1)C3c1ccc(F)cc1 (centres undefined)
[35] C=CCn1c(NCCc2ccccc2)nc2c1c(=O)n(C)c(=O)n2C
[36] O=C(Cc1cccs1)Nn1c(Cc2cccs2)nc2ccccc2c1=O
[37] c1ccc(CC2CCN(Cc3nc(-c4ccccc4)no3)CC2)cc1
[38] ClC(Cl)c1nnc(-c2ccccc2)c(-c2c[nH]c3ccccc23)n1
[39] O=C(Cn1c(=O)oc2ccccc21)c1ccccc1
[40] CN(C)/C=C1/C(=O)Nc2ccccc21

Assay by compound	29	30	31	32	33	34	35	36	37	38	39	40
Measles CPE	12	-3	.	7	14	11	2	10	6	4	13	10
HCT116 PTEN-null	85	95	113	91	80	85	69	95	87	65	98	103
Phagocyt inh	0	-3	-2	-2	.	0	-1	-1	0	-4	0	0
NPY Y2 blocker	8	4	2	2	1	2	6	15	10	9	0	0
MRP-1 activ	-1.2	-1.8	0.4	-2.5	-1.3	-1.0	0.9	-3.0	-1.9	-1.1	-2.6	-0.9
GALR2 blocker	0	-6	-3	-18	1	-22	21	24	-2	-2	-16	4
HCT116 bCat-KO	84	83	106	92	80	98	71	96	94	66	95	95
Yeast lifespan up	-11	2	-4	-8	7	-9	-10	-11	-3	5	-6	-2
BB579 growth dn	1	-19	-33	-42	-26	-49	-5	-33	-27	-16	-39	-17
E-sel TNF inh	.	.	-9	-7	.	.	19	-12	33	.	25	11

[41] CC(C)(C)OC(=O)N[C@H](Cc1ccccc1)C(=O)N1CCC(C(=O)O)CC1
[42] CCN(C(=O)CSc1ccc2c(c1)OCCO2)C1CCS(=O)(=O)C1 (centres undefined)
[43] O=C(CSc1nnc(Cn2cnc3ccccc32)o1)Nc1cccc2ccccc12
[44] CCCn1cc(SCC(=O)NCc2ccco2)c2ccccc21
[45] CC1(C)Cc2cccc(OCC(O)CN3CCN(c4ccccn4)CC3)c2O1 (centres undefined)
[46] Cc1ccc(-c2cc(C(=O)N/N=C/C=C/c3ccco3)c3ccccc3n2)cc1C
[47] Nc1ncnc2nc(SCC(=O)N3CCN(c4ccccc4)CC3)[nH]c12
[48] CCCCOc1ccc(-c2cn3ccccc3n2)cc1[N+](=O)[O-]

Assay by compound	41	42	43	44	45	46	47	48
Measles CPE	4	17	19	1	28	3	6	4
HCT116 PTEN-null	110	104	87	93	84	74	94	85
Phagocyt inh	0	2	-3	-1	.	-2	-1	.
NPY Y2 blocker	2	-2	1	2	1	1	0	4
MRP-1 activ	-0.6	-0.3	-1.4	-1.1	-3.4	-1.4	-2.9	-1.4
GALR2 blocker	-2	-6	2	8	2	-3	-12	-6
HCT116 bCat-KO	105	100	83	87	89	69	91	80
Yeast lifespan up	0	-9	-6	-10	1	-7	-11	-7
BB579 growth dn	-23	-94	-16	-36	-11	-73	-32	-33
E-sel TNF inh	-6	.	8	-11	-4	0	-14	11

[49] COc1ccc(-c2nn(-c3ccccc3)cc2/C=C/C(=O)OCC(=O)Nc2ccc(C#N)cc2)cc1
[50] COc1ccc(C)cc1NC(=O)Nc1ccccc1
[51] COc1ccc(Cc2nnc(SCc3nc4ccccc4c(=O)[nH]3)n2C)cc1
[52] CC(C)c1cc(C(=O)NC2CCCCC2)no1
[53] CCCc1nn(C)c(C(=O)Nc2ccc(Cl)cc2)c1Cl
[54] COc1ccc(CNC(=O)c2ccc(-c3ccccc3)cc2)cc1OC
[55] COc1ccc(-c2cc(C(F)(F)F)n3nc(C(=O)O)nc3n2)cc1
[56] CC(C)(C)c1cc(C(=S)N2CCN(CCO)CC2)cc(C(C)(C)C)c1O
[57] COc1ccc2c(C(=O)CN3CCC(C)CC3)c[nH]c2c1

Assay by compound	49	50	51	52	53	54	55	56	57
Measles CPE	9	6	9	2	5	5	5	21	1
HCT116 PTEN-null	71	96	92	94	94	94	97	96	98
Phagocyt inh	-7	0	0	.	-8	-4	-2	4	0
NPY Y2 blocker	4	-4	2	3	8	12	4	2	3
MRP-1 activ	-1.9	-1.4	-3.5	-2.0	-1.2	-0.8	1.8	-1.8	-2.4
GALR2 blocker	23	6	-12	7	-3	-5	-5	-2	2
HCT116 bCat-KO	75	94	97	87	84	96	96	76	92
Yeast lifespan up	3	-21	-5	-1	0	9	-20	10	-6
BB579 growth dn	-14	-37	-24	-18	-7	-39	-53	-59	7
E-sel TNF inh	-6	1	0	5	-4	7	-8	-6	-17
